Screening data (PubChem)
sdo1 growth – compounds rescuing growth of sdo1-depleted yeast, bone marrow failure model; S. cerevisiae sdo1-depleted JHY4D growth rescue, OD600 30 h; active compounds read high; pdr5 snq2 efflux-pump mutant strain; z-score at 10 µM; 140,000 tested, 0.21% active;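 active = z-score above 3 at both the 24 hr and the 30 hr optical density reads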;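 also: z-score against mean and SD of all compound wells on the same plate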
INS promoter inh – TRM-6 insulin promoter activity inhibition. TRM-6 cells (human fetal islet line), insulin promoter-eGFP reporter, imaging; reporter expression induced with tamoxifen. inhibition, % at 2 µM. 130,000 tested, 0.9% active. AID 1273;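 active = inhibition above the mean plus 3 SD, with well images judged a real hit on visual review, cut at about 60% in these data, passing the limit was not always enough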
sdo1 growth Rescue 24 h – recorded beside sdo1 growth, whose call it bears; z-score; S. cerevisiae sdo1-depleted JHY4D growth rescue, OD600; measured here: growth rescue at 24 h;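 0 is the plate mean of compound wells and units are plate SD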
* marks the source's active call; other numbers are inactive results; . = no result given. Compounds were not picked by outcome (roughly 0.92% active in at least one column).

SMILES	sdo1 growth	sdo1 growth Rescue 24 h	INS promoter inh
O=C(Nn1cnnc1)c1csc2ccccc12	1.2	0.96	-46
Cc1ccc(NC(=O)CCN2C(=O)CSC2=O)cc1	0.21	-0.61	25
CCC(C)(C)NC(=O)C(OC(=O)c1ccco1)c1ccccc1OC (configuration not stated)	0.27	-0.68	11
Fc1ccc(C2CC(c3cccs3)=NN2c2ccccc2)cc1 (configuration not stated)	.	.	40
Cc1cccc(N2CCN(C(=O)c3c(C)nn(Cc4ccccc4Cl)c3C)CC2)c1C	-1.6	-0.19	-13
Sc1oc(-c2ccccc2)cc1C=Nc1ccccc1	-0.1	0.51	-11
Fc1ccccc1CSc1nnc(-c2cccnc2)o1	.	.	-7
Cc1cccnc1NC(=O)C12CCC(C)(C(=O)O1)C2(C)C (configuration not stated)	2.1	1.2	11
COc1ccc2oc(C(=O)OCC(=O)c3ccc4c(c3)OCCO4)c(C)c2c1	0.14	0.76	14
NS(=O)(=O)c1ccc(NC(=O)Cn2ncc3c2-c2ccccc2OC3)cc1	0.67	-0.35	.
COc1cc(CCC(=O)Nc2cc(C)cc(C)c2)cc(OC)c1OC	.	.	55
CC1C(c2ccccc2)=[N+]([O-])C2(CCCCC2)N1O (configuration not stated)	1.3	0.96	-49
Cc1ccc(S(=O)(=O)N2CCN(CC(=O)N/N=C/c3ccco3)CC2)cc1	0.12	-0.63	17
COCCCN(C(=S)Nc1c(C)cc(C)cc1C)C(C)c1ccccn1 (configuration not stated)	.	.	28
Cn1c(N)c(C(=O)COC(=O)c2cncc(Br)c2)c(=O)n(C)c1=O	.	.	10
Cc1ccc(C)c(OCC(=O)NCCN(C)C)c1	-0.47	-0.6	-41
CCOC(=O)/C=C/C(=O)NNC(=O)c1ccccc1Cl	.	.	-21
O=C(COC(=O)/C=C/c1ccccc1[N+](=O)[O-])Nc1ccc(OC(F)F)cc1	11*	13*	6
COc1cc(NC(=O)C2CC(=O)NC3=C2C(=O)CCC3)c(OC)cc1Cl (configuration not stated)	0.3	-0.38	44
CCN(CC)c1ccc(N/C(N)=N/c2nc(C(F)(F)F)cc(=O)[nH]2)cc1	.	.	50
CC(=O)Nc1ccccc1NS(=O)(=O)c1ccccc1[N+](=O)[O-]	.	.	-7
O=C(NN=C1C2CC3CC1CC(Cl)(C3)C2)c1cccs1	.	.	29
N#Cc1c(-c2ccccc2Cl)cc(C2CC2)nc1N	0.05	0.75	36
Cn1c(Cl)c(/C=N/OC(=O)c2ccc(Cl)cc2)c2ccccc21	-0.56	0.37	-67
Cc1ccc(C(=O)C2=C(O)C(=O)N(CCCN3CCOCC3)C23C(=O)N(C)c2ccccc23)o1 (configuration not stated)	0.16	0.2	-42

(cont.)
SMILES	sdo1 growth	sdo1 growth Rescue 24 h	INS promoter inh
CCOc1cc(-c2c(C)c(CC)nc(N)c2C#N)ccc1O	-1.8	-2	.
CN(CC(=O)Nc1sccc1C#N)Cc1ccccc1	0.02	-0.27	-67
C/C(Cl)=C\Cn1c(N2CCCCCC2)nc2c1c(=O)n(C)c(=O)n2C	-0.27	0.08	-6
COc1ccc(C(=O)Nc2ccc(OC)c(OC)c2)cc1	0.93	0.22	-74
C=CCn1c(CCNC(=O)c2cccs2)nnc1SCC(=O)Nc1cccc(C(C)=O)c1	-0.08	-0.62	-219
CCOC(=O)c1nc(NCc2cccnc2)c2ccccc2n1	-0.12	-0.93	-3
Cc1cccc(N2CCN(C(=S)Nc3ccc4nc5n(c(=O)c4c3)CCCCC5)CC2)c1C	.	.	-11
Cn1c(=O)nc2n(Cc3ccccc3)c3cccc(Cl)c3cc-2c1=O	0.05	-0.06	.
O=C(O)C1CC(O)CN1C(=O)c1ccco1 (configuration not stated)	0.24	-0.33	25
CCO/C=C1\N=C(c2ccc(F)cc2)OC1=O	-0.79	-1.3	.
COc1ccc(OCC(=O)Nc2ccc3oc(-c4ccncc4)nc3c2)cc1	.	.	25
COc1ccc(/C=N/NC(=O)CCNc2n[nH]c(=O)[nH]c2=O)c(OC)c1	.	.	3
Cc1sc2nc(COC(=O)CNC(=O)c3ccc(C(C)(C)C)cc3)[nH]c(=O)c2c1C	0.61	0.98	-40
Cn1cnc2cc(NC(=O)c3ccco3)ccc21	1.9	1.4	-43
Clc1ccc(OCCN2CCN(c3ncnc4sccc34)CC2)cc1	-1.3	-0.41	5
COC(=O)CSc1nc(C)c(C(C)=O)cc1C#N	0.12	-0.07	.
c1ccc(C2(Cn3ccc4ccccc43)OCCO2)cc1	0.42	-0.36	-5
O=C(NC1CCCCC1)C1CN(S(=O)(=O)c2ccccc2)CCN1S(=O)(=O)c1ccccc1 (configuration not stated)	0.02	0.35	27
COc1cccc(NC(C)C(=O)Nc2cc([N+](=O)[O-])ccc2Cl)c1 (configuration not stated)	.	.	-62
CCC(=O)Nc1cccc(-c2nc3ccccc3c(=O)o2)c1	1	-0.25	9
O=C(COC(=O)CC12CC3CC(CC(Br)(C3)C1)C2)NC(=O)NCc1ccco1	-0.39	-0.68	-39
CCC(C(=O)NC1CCCCC1)n1c(SCc2cccc(C)c2)nc2ccncc21 (configuration not stated)	-0.55	-1.2	40
O=C(Cc1cscn1)c1ccc(O)cc1O	0.53	0.55	.
CN1C(=O)/C(=C2\SC(N)=NC2=O)c2ccccc21	0.56	0.82	-10
COc1ccc(NC(=S)NC23CN4CN(CN(C4)C2)C3)c(OC)c1	.	.	43

The list goes on.
SMILES	sdo1 growth	sdo1 growth Rescue 24 h	INS promoter inh
O=C1C(c2ccc(F)cc2)N(C2CCCCC2)C(=O)CN1C1CCCC1 (configuration not stated)	0.18	-0.25	18
CO/N=C/c1cc([N+](=O)[O-])ccc1Sc1ccc(C)cc1	-0.46	-1.4	-25
COc1cccc(C2CC(c3ccc(C)cc3)Nc3nc(N)nn32)c1 (configuration not stated)	1.9	2	.
CCOC(=O)/C(=C\c1ccc(Cl)cc1)c1nc2sc(C)c(C)c2c(=O)[nH]1	-1.7	-1.4	20
Cc1ccc(C(=O)N/N=C(\CC(C)C)c2ccccc2)cc1	-0.61	-0.5	-14
CCNC(=S)Nc1ccc(Cl)cc1	0.24	-0.72	13
CCC(CC)NC(=O)c1ccc(Cl)cc1	1.9	1.9	0
O=C(O)c1ccc([N+](=O)[O-])c(CS(=O)(=O)c2ccc(Cl)cc2)c1	.	.	18
C(=N\c1c(-c2ccccc2)nc2n1CCS2)/c1ccccc1	-0.67	-0.98	-8
CCN(CC)S(=O)(=O)c1ccc(NS(=O)(=O)CC23CCC(CC2=O)C3(C)C)cc1 (configuration not stated)	-0.14	-0.64	14
O=S(=O)(NCC(c1cccnc1)N1CCN(Cc2ccccc2)CC1)c1ccccc1 (configuration not stated)	0.26	-0.64	.
CCC(CC)C(=O)Nc1cccc(C(=O)Nc2nccs2)c1	-1.2	-0.94	-76
CCCCC(CC)CNC(=O)c1cc2ccccc2c(=O)o1 (configuration not stated)	-1.5	-1.6	43
Cc1cc(C(F)(F)F)nn1CC(=O)N(C)C1CCCCC1	.	.	7
Cc1ccc(S(=O)(=O)c2ccc(Cl)cc2)cc1S(=O)(=O)NC(C(=O)O)C(C)C (configuration not stated)	-0.19	0.03	-4
COc1ccc(COc2ccccc2C(=O)NCc2ccccc2)cc1F	-0.25	-0.99	-17
Cc1cc2c(cc1C)NC(c1ccccn1)C1=C(CC(C)(C)CC1=O)N2 (configuration not stated)	-0.14	-0.72	-117
O=C(COC(=O)c1cccc(C(=O)OCC(=O)c2ccc(Br)cc2)n1)c1ccc(Br)cc1	-0.34	0.29	1
Cc1ccn2c(Nc3ccccc3C)c(-c3ccncc3)nc2c1	-1.9	-1.8	38
O=C(c1noc2c1CCc1ccccc1-2)N1CCc2ccccc2C1	-1.9	-1.1	6
c1ccc2c(c1)nc(N1CCOCC1)c1nncn12	0.93	0.68	39
Cc1cc(-c2nnc(-c3cc4ccccc4oc3=O)o2)c(C)n1-c1ccccc1	-2.4	-1.8	.
CC(C)=N/N=C(\c1cccc([N+](=O)[O-])c1)C12CN3CN(CN(C3)C1)C2	1.5	0.03	8
CCc1nc2ccccc2[nH]1	1.9	0.79	-287
Cc1ccc(OCC(=O)NNC(=O)CCc2ccccc2)cc1	-1.1	0.06	9

Further records
SMILES	sdo1 growth	sdo1 growth Rescue 24 h	INS promoter inh
COc1ccc(-n2c(=O)[nH]cc(C(=O)Nc3ccc4c(c3)OCCO4)c2=O)cc1	-0.1	-0.8	-29
COc1ccc(S(=O)(=O)Nc2ccc(S(=O)(=O)N3CCOCC3)cc2)cc1	0.86	1.3	.
COC(=O)C1CCN(c2cc(=O)n(C3CCCCC3)c(=O)[nH]2)CC1	0.12	0.45	-36
COc1ccc(-c2csc(NC(=O)c3ccc(N4C(=O)CCC4=O)cc3)n2)cc1	.	.	26
COc1ccccc1N1CCN(C(=O)c2c(-c3ccccc3Cl)noc2C)CC1	0.12	0.19	.
CCN(CC)c1ccc(S(=O)(=O)N2CCOCC2)cc1NC(=O)CN1CCc2ccccc2C1	.	.	-49
C=C(C)C(=O)NNc1ccccc1	.	.	-15
CCOC(=O)c1cc(-c2nnc(-c3cc(OC)c(OC)c(OC)c3)o2)c(C)nc1C	.	.	-64
COc1ccc(OC)c(C(=O)c2ccc(C(=O)c3cc(OC)ccc3OC)cc2)c1	0.01	0.77	-300
CCOC(=O)c1cnc2cc(-c3ccc(C(C)(C)C)cc3)nn2c1N	0.2	1.1	10
Clc1ccccc1Nc1c2c(nc3ncnn13)CCC2	-0.31	0.2	.
Cc1nc(NC(=S)NC(=O)c2ccccc2)sc1C(=O)N(C)C	1.5	0.77	10
Cc1ccc(CCNC(=O)C2CCN(S(=O)(=O)c3ccc4c(c3)CCC(=O)N4)CC2)cc1	-1.3	-0.71	-14
CCc1cccc(Nc2cc(C)nc3nc(C)nn23)c1	-0.16	0.05	.
c1ccc(Cn2ncc3ccccc32)cc1	0.04	-0.57	.
CCC(=O)NNc1nc2c(Cl)cccc2s1	.	.	-5
Cc1nc(NC(C)C)c2cnn(CCc3ccccc3)c2n1	0.97	1.4	38
Cc1ccc(NC(=O)CSC2=Nc3ccccc3C3CC=NN23)c(C)c1 (configuration not stated)	-1	-0.45	32
Cn1ncc(N=Cc2ccccc2)c1C(=O)Nc1cccc(Cl)c1	-0.35	0.57	5
COC(=O)Cc1ccc(O)c(N)c1	.	.	6
CC(=O)C1=C(C)NC(=O)NC1c1ccc(OC2CCCC2)cc1 (configuration not stated)	0.4	0.14	33
COc1ccc2[nH]c3c(=O)n(CCCCC(=O)N4CCCC4)c(=S)[nH]c3c2c1	0.15	1.2	.
CC1CCCN(c2nc(NCc3ccco3)nc(N)c2[N+](=O)[O-])C1 (configuration not stated)	-0.74	-0.66	.
Cc1ccc(-c2csc(N(CCc3ccccc3)C(=O)COc3ccccc3)n2)cc1	-1.6	-0.72	-21
COc1ccc(C(=O)N2N=C(c3cccc(OC)c3)CC2(O)C(F)(F)F)cc1 (configuration not stated)	-1.1	-0.08	-7

(cont.)
SMILES	sdo1 growth	sdo1 growth Rescue 24 h	INS promoter inh
COc1ccccc1CO/N=C/NC(=O)c1c(OC)ccnc1Oc1ccc(F)cc1	-0.1	-0.45	-12
CC(SC1=NCCS1)C(=O)Nc1nnc(-c2ccc(F)cc2)s1 (configuration not stated)	-0.83	-1.2	.
CCC(C)NC(=O)C1CCN(c2nc(C)cc(C)n2)CC1 (configuration not stated)	0.89	1.1	-43
COc1cccc(-c2nc(CSCC(=O)N3CCc4ccccc43)c(C)o2)c1	-0.71	-0.94	9
Cc1ccc(Cn2nc(C)c3cc(C(=O)OCC(N)=O)sc32)cc1	-0.53	-0.18	6
CC1=C(C(=O)OC(C)C)C(c2cccs2)N2C(=O)C(C)SC2=N1 (configuration not stated)	-0.33	0.27	33
N#Cc1c(N)n[nH]c1CCCN	0.62	0.41	40
CCOc1ccc(NC(=S)NCc2nc3ccccc3[nH]2)cc1	.	.	5
O=C(NCCN1CCOCC1)c1cc(-c2ccc(Br)cc2)on1	0.02	0.09	-25
Cc1cc(C)c(NC(=O)Cc2ccc(-n3cccc3)cc2)c(C)c1	-0.58	0.47	-3
